TAG inh: triacylglycerol accumulation inhibition; AID 651582; inhibition, % at 12.5 µM; H9c2 cells, Nile Red lipid (TAG) fluorescence; cells loaded with 200 µM oleic acid; actives 0.66% (n = 230,000);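 active = pattern-corrected inhibition of lipid staining of at least 50% with the nuclear-stain viability signal not falling by more than 50%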;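 note: 0% = DMSO wells and 100% = triacsin C control wells; some results filed as inactive read as strong as hits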
TAG inh DAPI viability: further read-out of TAG inh, marked with its call; DAPI nuclei signal change (viability), lower = more cytotoxic, %;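 whole-well DAPI fluorescence read on a plate reader as a viability signal; minus 50 percent equals half of cells still viable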
An asterisk follows results filed as active. These rows are one share of the data; the hit share may differ from the screen's.

SMILES | TAG inh | TAG inh DAPI viability
CCCC(c1nnnn1CC(=O)OCC)N(Cc1cc2ccc(C)cc2[nH]c1=O)C1CCCC1 (stereo not given) | 23 | -47
COC(=O)Nc1nnc(-c2ccccc2Cl)s1 | -6 | 5
Cc1cccc(NC(=O)C(=O)NCc2ccc3c(c2)OCO3)c1C | 7 | 4
O=C(COC(=O)c1cccnc1Cl)NC1CCCCC1 | -4 | 2
O=C(O)[C@@H]1Cc2ccccc2N1 | -12 | 7
COc1cccc(N2CCN(CC(=O)Nc3ccccc3C(=O)NCc3ccccc3)CC2)c1 | 29 | 7
CCCCNC(=O)CSc1nc2cc3c(cc2c(=O)n1CCC(=O)NCCc1ccc(OC)c(OC)c1)OCO3 | 21 | -10
COc1ccccc1NC(=O)CCSc1nnc(-c2ccco2)o1 | 4 | 3
COCCn1c(=N)c(C(=O)NCc2ccco2)cc2c(=O)n3ccccc3nc21 | 7 | 0
O=C(O)c1cccc(NC(=S)NC(=O)c2ccncc2)c1 | -23 | 0
COc1cccc(-n2c(Cc3cc(=O)[nH]c(=O)[nH]3)nnc2SCC(=O)N2CCCC2)c1 | -6 | 18
O=C(c1ccc2c(c1)OCO2)C1CCCN(C(=O)Nc2ccc(F)cc2F)C1 (stereo not given) | -11 | 11
Cc1ccc(Br)c(NS(=O)(=O)c2cccc(C(=O)N3CCNC(=O)C3)c2)c1 | 17 | 1
CC(NC(=O)Cc1ccsc1)c1ccc(S(N)(=O)=O)cc1 (stereo not given) | 26 | -13
Cc1cc2c(c(CO)c1CCO)C(=O)[C@@H](C)[C@@H]2O | 14 | -9
O=C(CSc1ncnc2scc(-c3ccc(F)cc3)c12)c1ccc2c(c1)OCCO2 | -45 | 1
Cc1cccnc1NC(=O)c1ccc(S(=O)(=O)N2CCCCC2)cc1 | 2 | -3
Cc1cc2c(cc1C)NC(C)CC(=O)N2 (stereo not given) | -1 | 5
CC(=O)Oc1c(C)c(C)c2c(c1C)CC[C@@](C)(CCC[C@H](C)CCC[C@H](C)CCCC(C)C)O2 | 6 | 2
O=C(CSc1nc2scc(-c3ccccc3)c2c(=O)[nH]1)N1CCOCC1 | 2 | -1
Cc1cccc(S(=O)(=O)NC(=O)C2(C)CCN2C(=O)Cc2ccsc2)c1 (stereo not given) | 4 | -8
C#CCOC(=O)CCCC(=O)NCCCCCCCC | 14 | -20
CC(Sc1nnnn1-c1ccc(O)cc1)C(=O)NNC(=O)c1ccc(F)cc1 (stereo not given) | -10 | 4
COc1cc2ccccc2cc1C(=O)Nc1ccc(C)cn1 | 7 | -6
CC1(C)CC(=O)C=C(NC2CCCCC2)C1 | 4 | -3
COC(=O)C(CC(C(=O)OC)C(=O)OC)C(=O)OC | -12 | 2
C=CCn1c(SCC(=O)N2CCN(C(=O)OCC)CC2)nc2c([nH]c3ccccc32)c1=O | 6 | -3
O=C(Nc1ccccn1)c1cccc(S(=O)(=O)N2CCCc3ccccc32)c1 | -14 | -4
O=C(Cn1ccc(=O)[nH]c1=O)Nc1nccs1 | -10 | 1
O=C(O)CC(c1ccc(Cl)cc1)n1cccc1 (stereo not given) | 2 | 4
O=C(COC(=O)C1CC(=O)N(Cc2ccco2)C1)c1ccc(OC(=O)c2ccccc2)cc1 (stereo not given) | -1 | 19
COc1ccccc1C(=O)NCC(=O)N1CC=C(c2ccccc2)CC1 | -17 | 2
CC(=O)Oc1ccc(-c2nc3ccccc3c(=O)o2)cc1 | 12 | -14
O=C(CCN1C(=O)c2ccccc2C1=O)N(CCO)Cc1ccccc1 | -6 | 5
Cc1sc2ncnc(N3CCC(C(=O)NNC(=O)c4ccc(F)cc4)CC3)c2c1C | 7 | -7
CN(CC(=O)Nc1ccccc1C(F)(F)F)C(=O)CC1OC(=O)c2ccccc21 (stereo not given) | -7 | 2

Ordered by molar mass (descending): 14 of the compounds above.
SMILES | TAG inh | TAG inh DAPI viability
C=CCn1c(SCC(=O)N2CCN(C(=O)OCC)CC2)nc2c([nH]c3ccccc32)c1=O | 6 | -3
O=C(COC(=O)C1CC(=O)N(Cc2ccco2)C1)c1ccc(OC(=O)c2ccccc2)cc1 (stereo not given) | -1 | 19
Cc1sc2ncnc(N3CCC(C(=O)NNC(=O)c4ccc(F)cc4)CC3)c2c1C | 7 | -7
CN(CC(=O)Nc1ccccc1C(F)(F)F)C(=O)CC1OC(=O)c2ccccc21 (stereo not given) | -7 | 2
CC(Sc1nnnn1-c1ccc(O)cc1)C(=O)NNC(=O)c1ccc(F)cc1 (stereo not given) | -10 | 4
Cc1cccc(S(=O)(=O)NC(=O)C2(C)CCN2C(=O)Cc2ccsc2)c1 (stereo not given) | 4 | -8
O=C(CSc1nc2scc(-c3ccccc3)c2c(=O)[nH]1)N1CCOCC1 | 2 | -1
O=C(CCN1C(=O)c2ccccc2C1=O)N(CCO)Cc1ccccc1 | -6 | 5
COc1cc2ccccc2cc1C(=O)Nc1ccc(C)cn1 | 7 | -6
C#CCOC(=O)CCCC(=O)NCCCCCCCC | 14 | -20
COC(=O)C(CC(C(=O)OC)C(=O)OC)C(=O)OC | -12 | 2
O=C(Cn1ccc(=O)[nH]c1=O)Nc1nccs1 | -10 | 1
O=C(O)CC(c1ccc(Cl)cc1)n1cccc1 (stereo not given) | 2 | 4
CC1(C)CC(=O)C=C(NC2CCCCC2)C1 | 4 | -3

Continued.
SMILES | TAG inh | TAG inh DAPI viability
COc1ccc(C(=O)Nc2ccc(OCc3ccccc3)cc2)cc1[N+](=O)[O-] | 4 | 2
CCCCSc1nnc(-c2ccc(C)cc2)n1C | -31 | 3
O=C(O)Cn1cnc2c(oc3ccccc32)c1=O | 4 | 8
C=CCc1cc(OC)ccc1OCCN(C)Cc1ccccc1 | 5 | 17
Cc1ccc(-c2nnc(N3CCCCC3)c3ccccc23)cc1S(=O)(=O)N1CCN(C)CC1 | 20 | -4
Cc1ccc(C(=O)N2CCN(c3ccc([N+](=O)[O-])c(NCc4ccco4)c3)CC2)cc1 | -4 | 10
O=C(Cn1c(NCCCO)nc2ccccc21)c1ccc(Br)cc1 | 6 | -6
CC(C(=O)Nc1ccccc1)N1C(=O)c2ccccc2C1=O (stereo not given) | 7 | -7
COc1cc(OC)cc(C(=O)N[C@H](C(=O)Nc2ccc(NC(C)=O)cc2)C(C)C)c1 | -12 | -1
CCN(CC(=O)Nc1ccc(NC(C)=O)cc1)C(=O)C1(c2ccc(Cl)cc2)CCC1 | -6 | -2
C(=NOCc1ccccc1)c1cccnc1 | -20 | 8
C=CCn1c2ccccc2n2nc(C)c(=O)nc12 | 12 | -1
CCCCCC(=O)N1C[C@H](n2cc(-c3ccc(F)cc3)nn2)[C@@H](O)C[C@@H]1c1ccc(Cl)cc1 | -5 | -10
COc1ccc(-n2c(SCC(=O)Nc3ccc(Br)cc3)nc(O)cc2=O)cc1 | 3 | 16
N#CC1=C(c2ccccc2)/C(=C/c2ccccc2)OC1=O | 9 | -4
COC(=O)Cc1c(O)ccn(CCc2c[nH]c3ccc(OC)cc23)c1=O | -9 | -3
Cc1ccc(Cc2c(C)nc3nc(SCC(=O)NCc4ccco4)nn3c2C)cc1 | 39 | -2
CN(CCC#N)C(=O)CSc1ncnc2sc(-c3ccccc3)cc12 | -60 | 12
NS(=O)(=O)c1ccc(NC(=O)c2ccccc2C(=O)N2CCCCC2)cc1 | 4 | -3
O=C(Nc1ccc(Br)cn1)c1cccc(S(=O)(=O)N2CCCC2)c1 | -19 | 1
COc1ccc(C(NC(=O)C2CCN(CCCOc3ccccc3)CC2)c2cccs2)cc1 (stereo not given) | 1 | 12
Cc1c(C(=O)OCc2nnc(-c3ccccc3)o2)oc2ccccc12 | -15 | 1
COc1ccc(CCNS(=O)(=O)c2cccc(S(=O)(=O)N3CCCC3)c2)cc1OC | -2 | -2
CSc1nc2c(c(=O)[nH]c(=O)n2C)n1Cc1ccccc1Cl | -5 | 7
Cc1ccc(S(=O)(=O)N(C)C)cc1NC(=O)Nc1c(-c2ccccc2)noc1C | 1 | -1
C[C@H](CO)N1C[C@H](C)[C@@H](CN(C)CC2CCCCC2)Oc2c(NS(=O)(=O)c3ccccc3)cccc2C1=O | -6 | 9
O=C(Cn1nnc(-c2ccccc2Cl)n1)Nc1cccc(S(=O)(=O)N2CCCC2)c1 | -4 | 8
COc1ccc(CN2C(=O)C(CC(=O)NCc3ccco3)CC(C(=O)N(C)C)=C2C)cc1 (stereo not given) | -2 | -10
COC(=O)c1ccccc1NC(=O)Nc1nnc(N2CCC(C)CC2)s1 | 1 | -6
CCOC(=O)C1=C(COC(=O)c2cccc(Cl)c2)NC(=O)NC1C (stereo not given) | -9 | -6
CC(C)CSc1nc2c(c(=O)[nH]c(=O)n2C)n1CCc1ccccc1 | 15 | -3
C(=NC12CN3CN(CN(C3)C1)C2)c1ccc2c(c1)OCO2 | -5 | -11
CCN(CC)CCCNc1nc(CN2CCOCC2)nc2sc3c(c12)CCC3 | 10 | -4
O=C(O)c1cccc(-n2cccc2/C=N/O)c1 | -3 | -16
COc1ccc([C@H]2C[C@@H](O)[C@H](n3cc(C4CC4)nn3)CN2CC2CCCCC2)cc1 | 0 | -2
O=C(OCc1cc(=O)n2ccsc2n1)c1ccccc1O | -1 | 15
CN(C)S(=O)(=O)c1ccc(C(=O)Nc2ccc(S(=O)(=O)NC3=NCCCCC3)cc2)cc1 | 13 | -9
CCOc1ccc(OCC)c(S(=O)(=O)NCc2ccc3c(c2)OCO3)c1 | -23 | -1
Cc1ccc(Cl)cc1N1CCN(C(=O)c2cccc3c(=O)c(C)c(-c4ccccc4)oc23)CC1 | -3 | 4
COc1ccc(C)cc1-n1ccn(CC(=O)Nc2ccc(Br)cc2F)c(=O)c1=O | 11 | -9
O=C(NCc1ccc(F)cc1)c1cc(C2CCCN(C(=O)c3ccccn3)C2)on1 (stereo not given) | -3 | 5
CN(CC(=O)Nc1cccc(F)c1)C(=O)c1ccc(OCc2ccccc2)cc1 | 6 | -9
Cc1ccn2c(Cc3ccccc3)c(-c3ccccc3)nc2c1 | -7 | 20
CC(NC(=O)c1ccc(NC(=O)c2ccco2)cc1)c1ccccc1 (stereo not given) | -3 | 2
O=C(NCCCN1CCOCC1)c1cc(-c2ccccc2)nc2ccccc12 | 21 | -7
Cc1nc(C(F)(F)F)ccc1C(=O)N1CCC1(C)C(=O)NS(=O)(=O)c1cccc(F)c1 (stereo not given) | 7 | 7
Cc1ccc(S(=O)(=O)Nc2ccc(Oc3cccnc3)nc2)cc1 | 1 | 4
COC(=O)Cc1[nH]n(-c2nc3ccccc3s2)c(=O)c1C(C)=O | -4 | 1
O=C(N/N=C\c1ccccc1OCc1ccccc1)c1ccco1 | 15 | -14
CCOC(=O)Cc1csc(SCC(=O)Nc2nccs2)n1 | 3 | -6
Cc1ccc(O)c(NC2=C(Cl)C(=O)N(Cc3ccccc3)C2=O)c1 | 13 | -8
CC(C)Cc1nc(Cl)c(C#N)c2c1CCC2 | -1 | 1
COc1ccc(N(CCN2C(=O)c3ccccc3C2=O)C(=O)c2cccc([N+](=O)[O-])c2)cc1 | -3 | -2
O=[N+]([O-])c1ccc(NCCNS(=O)(=O)c2ccccc2)c(C(F)(F)F)c1 | 10 | -7
Cc1ccc(OCc2nc(-c3ccc(-n4cccc4)cc3)no2)cc1C | -16 | -6
Cc1ccc(NC(=O)CSc2nc(N)cc(=O)[nH]2)cc1S(=O)(=O)N1CCCCC1 | -5 | 3
O=C(O)c1cnc(-c2ccccc2)nc1Sc1ccc(Cl)cc1 | 18 | -5
O=C(O)c1ccccc1NS(=O)(=O)c1ccc(N/N=C/c2cccc(O)c2O)c([N+](=O)[O-])c1 | 8 | -12
CC1CCCN(C(=O)C2COc3ccccc3O2)C1 (stereo not given) | 11 | -4
CN(C(=O)c1ccc(NC(=O)Cc2ccc(NC(=O)C3CCN(S(=O)(=O)c4cccc([N+](=O)[O-])c4)CC3)cc2)cc1)C1CCCC1 | 0 | 7
Continued.
SMILES | TAG inh | TAG inh DAPI viability
COc1ccc(C(=O)N2CCOC2CNC(=O)C(=O)NCc2ccc(C)cc2)cc1 (stereo not given) | 7 | -6
Cc1cc2cc(CNC(=O)Cc3ccc([N+](=O)[O-])cc3)ccc2[nH]1 | 5 | 11
N#Cc1cnn2c(-c3cccc(C(F)(F)F)c3)ccnc12 | 17 | -2
Cc1cccc(C)c1NC(=O)CSc1n[nH]c(=O)n1C1CC1 | -24 | 3
C[C@H](CO)N1C[C@H](C)[C@@H](CN(C)Cc2ccc(Oc3ccccc3)cc2)Oc2cc(Br)ccc2S1(=O)=O | -22 | 6
Nc1nc(N)c2sc3nc(C(F)(F)F)cc(C(F)(F)F)c3c2n1 | 12 | -1
CCN1CCN(Cc2cc(=O)oc3ccc(C)cc23)CC1 | 6 | 2
CCOCCCN(C(=O)Cn1nnc(-c2ccc(C)o2)n1)C(C(=O)NCC1CCCO1)c1ccc(F)cc1 (stereo not given) | -4 | -7
CCOC(=O)C1(CC2CCCCO2)CCN(S(=O)(=O)c2cc(C)cs2)CC1 (stereo not given) | 20 | -11
Cc1cc(C)cc(CC(Cc2nc3ccccc3[nH]2)c2nc3ccccc3[nH]2)c1 (stereo not given) | 0 | -2
O=C(C(=O)N1CCCC1CO)N1CCCC1CO (stereo not given) | -3 | 1
Cc1c(CCC(=O)O)c(=O)oc2cc3occ(-c4ccccc4)c3cc12 | 3 | -5
Cc1cccc(Cn2cnc3c(N)c(C)c(C)cc32)c1 | -41 | 5
O=[N+]([O-])c1cc(-c2nnc(Nc3ccccc3)c3ccccc23)ccc1N1CCOCC1 | -2 | -1
O=C(c1cccs1)c1c[nH]cc1-c1ccccc1 | -22 | -9
CCc1noc(C)c1C(=O)OCC(=O)NC(=O)c1ccccc1OC | -6 | 7
Cc1ccc(-c2cc(C(=O)Nc3ccccc3C(N)=O)c3ccccc3n2)o1 | 4 | -1
CC1Cc2ccccc2N1C(=O)COC(=O)Cc1ccc(F)cc1 (stereo not given) | 2 | -2
COc1ccc(-c2nnc(SCc3nnc(-c4ccccc4)o3)n2C)cc1OC | -2 | 7
COC(C[C@@H](O)CC(=O)[C@@H](C)OCc1ccccc1)OC | 0 | 2

Looked up by structure from above:
SMILES | TAG inh | TAG inh DAPI viability
COc1ccc(-c2nnc(SCc3nnc(-c4ccccc4)o3)n2C)cc1OC | -2 | 7
CCc1noc(C)c1C(=O)OCC(=O)NC(=O)c1ccccc1OC | -6 | 7

Screens from PubChem BioAssay.
